Compound activity from PubChem BioAssay.
Apaf1 inhib: inhibitors of human Apaf-1 apoptosome, primary screen, biochemical, DEVD-Rh110 fluorescence, uHTS; reconstituted apoptosome caspase-3 activity; inhibition, % at 20 µM; 330,000 tested, 0.71% active; active = inhibition of at least 40% at 20 µM;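 also: plate controls were DMSO wells for no effect and DEVD-CHO caspase inhibitor wells for full effect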
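Medium: Hepes buffer, pH 7.5 / System: biochemical Apaf-1 apoptosome reconstitution / Measured by: Rh110 fluorescence, excitation 480 nm, emission 540 nm / Times: compound with Apaf-1, dATP, procaspase-3 30 min, then 50 min reaction, room temperature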
SENP8 block: SENP8 protease inhibitors, primary screen, biochemical, luminescence | Sentrin-specific protease 8 (Homo sapiens), Q96LD8 | purified SENP8, Z-RLRGG-aminoluciferin cleavage | inhibition, % at 10 µM | 330,000 tested, 1.2% active
Target sequence (Q96LD8 whole entry, looked up): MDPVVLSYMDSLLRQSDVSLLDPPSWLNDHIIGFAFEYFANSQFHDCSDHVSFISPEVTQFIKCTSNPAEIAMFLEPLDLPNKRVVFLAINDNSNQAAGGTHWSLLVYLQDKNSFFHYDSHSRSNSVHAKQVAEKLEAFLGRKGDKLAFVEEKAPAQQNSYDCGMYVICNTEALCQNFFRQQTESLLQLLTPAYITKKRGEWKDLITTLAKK
Jurkat NFkB inh: inhibitors of induced NF-kB luciferase reporter, primary screen, TCR NF-kB activation inhibitor project, cell-based, luminescence, uHTS; Jurkat, PMA/ionomycin-induced NF-kB luciferase reporter; inhibition, % at 4 µM; 330,000 tested, 0.53% active
697 NFkB inh: inhibitors of PMA/ionomycin-induced NF-kB reporter, 697 cells, primary screen, B-cell NF-kB inhibitor project, cell-based, luminescence, uHTS; AID 435022, 2010; inhibition, % at 4 µM; 330,000 tested, 0.33% active; 697 B-cell NF-kB luciferase reporter, 16 h; in the data active = inhibition above about 35%
Gli-Sufu block: Gli-Sufu pathway antagonists, primary screen, luciferase luminescence, Sufu-KO-LIGHT cells, uHTS; Sufu-KO-LIGHT fibroblasts, Gli luciferase reporter luminescence; inhibition, % at 5 µM; 340,000 tested, 0.74% active;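 active = inhibition above about 55%, limit read from the data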;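 also: 0% = DMSO-treated cells and 100% = wells with medium but no cells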
UBC13 inh: UBC13 polyubiquitin chain formation inhibitors, primary screen, biochemical, TR-FRET, uHTS. 330,000 tested, 0.47% active. Ubiquitin-conjugating enzyme E2 N (Homo sapiens), P61088. inhibition, % at 20 µM; in the data active = inhibition above about 45%, passing the limit was not always enough
EBI2 antag: EBI2 receptor antagonists, beta-arrestin recruitment, primary screen, cell-based, luminescence, 7a,25-OHC stimulation, uHTS | G-protein coupled receptor 183 (Homo sapiens), P32249 | 7a,25-OHC stimulated | inhibition, % at 5 µM | 360,000 tested, 0.81% active | AID 651636, 2012; in the data active = inhibition above about 38%;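 also: enzyme fragment complementation signal reports receptor beta-arrestin coupling in cells; 0% = agonist plus DMSO wells and 100% = wells without agonist; some results beyond the cut were filed as inactive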
Target sequence (P32249 whole entry, looked up, the tested form may be a part): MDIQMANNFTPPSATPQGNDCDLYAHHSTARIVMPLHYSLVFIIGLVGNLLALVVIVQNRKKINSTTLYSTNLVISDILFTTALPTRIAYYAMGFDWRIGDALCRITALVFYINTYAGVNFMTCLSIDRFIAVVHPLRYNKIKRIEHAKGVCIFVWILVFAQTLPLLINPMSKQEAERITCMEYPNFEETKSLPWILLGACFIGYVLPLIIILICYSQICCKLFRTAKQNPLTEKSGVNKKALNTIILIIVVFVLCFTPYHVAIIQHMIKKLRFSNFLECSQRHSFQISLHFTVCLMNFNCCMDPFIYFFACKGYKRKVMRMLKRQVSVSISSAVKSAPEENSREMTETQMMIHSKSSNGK
CCR6 antagonist: CCR6 receptor antagonists, primary screen, cell-based, CHO-K1, luminescence, beta-arrestin, uHTS | C-C chemokine receptor type 6 (Homo sapiens), P51684 | CHO-K1 CCR6 PathHunter beta-arrestin, CCL20-stimulated | inhibition, % at 20 µM | 340,000 tested, 0.49% active | AID 493098, 2011;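 active = compounds whose inhibition of the agonist-driven luminescence signal at 20 µM reaches about 50%, limit read from the data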;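 also: cells stimulated with CCL20 at 14 nM final; plate controls were DMSO with CCL20 for no effect and DMSO without agonist for full effect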
Target sequence (P51684 whole entry, looked up): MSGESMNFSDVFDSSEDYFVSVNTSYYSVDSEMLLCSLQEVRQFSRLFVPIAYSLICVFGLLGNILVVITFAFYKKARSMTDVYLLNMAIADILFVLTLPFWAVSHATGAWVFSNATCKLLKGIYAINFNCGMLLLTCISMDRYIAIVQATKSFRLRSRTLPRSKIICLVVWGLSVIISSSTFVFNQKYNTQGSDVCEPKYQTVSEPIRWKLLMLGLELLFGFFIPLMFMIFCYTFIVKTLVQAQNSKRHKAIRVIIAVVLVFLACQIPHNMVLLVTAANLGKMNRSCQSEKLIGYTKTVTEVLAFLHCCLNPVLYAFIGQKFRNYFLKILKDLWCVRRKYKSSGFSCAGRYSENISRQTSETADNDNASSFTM
Starred values were filed as active, the others as inactive; . = not tested or not shown. Rule as the data show it, unless noted: active = inhibition above about 50%; inactive = the rest. A portion of the library. The share of hits here may be higher or lower than overall.

SMILES	Apaf1 inhib	SENP8 block	Jurkat NFkB inh	697 NFkB inh	Gli-Sufu block	UBC13 inh	EBI2 antag	CCR6 antagonist
COc1cc(C(=O)N2CCCc3ccccc32)c([N+](=O)[O-])cc1OC	-11	2	4	-7	-13	-2	1	-6
O=C(O)CNC(=O)c1ccc(Oc2c(F)c(F)c(Oc3ccc(C(=O)NCC(=O)O)cc3)c(F)c2F)cc1	-1	-5	-6	4	-20	3	0	-3
CCOC(=O)c1c(S(=O)(=O)Nc2ccccn2)c(C)n(C)c1C	-12	2	1	5	2	6	-3	-20
COc1cccc(C(=O)NNc2nc(C)cc(C)n2)c1	7	0	10	17	-3	-2	-8	-8
C/C(CCC(C)C)=N\Nc1ccc(S(N)(=O)=O)cc1[N+](=O)[O-]	0	2	-1	-9	11	-32	6	26
CC(C)COc1ccc(C(=O)N/C(=C\c2cccc([N+](=O)[O-])c2)C(=O)O)cc1	-11	-3	-3	13	-11	5	-3	14
COc1cccc(C(=O)NC2CCN(CC(=O)Nc3ccccc3Cl)CC2)c1	0	4	-9	2	-13	11	-10	10
Cc1cc(C)n2nc(SC(C)C(=O)NC3CCCCC3C)nc2n1 (centres undefined)	7	4	-1	-9	-4	-3	-4	-5
Cn1c(=O)c2c(nc(Oc3ccccc3)n2C)n(C)c1=O	-1	6	-2	14	2	1	3	6
C1CCN(Cc2nnnn2CC2CCCO2)CC1 (centres undefined)	-11	-1	-5	9	-2	0	-12	4
CC1CCC2(CC1)NC(=S)N(c1ccccc1)N2 (centres undefined)	-2	7	1	17	22	0	-1	10
CC1(C)OC(=O)N(Cc2ccco2)C1(C)O (centres undefined)	-3	0	1	5	-6	-1	-10	7
O=C(Nc1ccccc1Oc1ccccc1)c1cccc([N+](=O)[O-])c1	10	-16	7	0	1	-5	2	19
O=C(CN1c2cccc3cccc(c23)S1(=O)=O)N1CCN(c2ccc(F)cc2)CC1	5	-6	10	10	4	15	-10	4
COc1ccc(C(C(=O)NC2CCCC2)N(Cc2cccnc2)C(=O)c2snc(C(N)=O)c2N)cc1OC (centres undefined)	-1	-9	20	13	13	9	12	6
O=C1CCCC/C1=C\Nc1ccccc1C(=O)O	4	-1	-5	13	3	6	-2	7
N/C(=N\OC(=O)c1cccc([N+](=O)[O-])c1)c1ccccn1	10	37	-86	-98	-58	-1	-12	-19
CCCSc1ccccc1C(=O)N1CCN(C(=O)c2ccco2)CC1	-19	-2	2	11	-19	10	10	2
CCN(C[C@H]1N[C@@](C)(C(=O)OC)[C@H]2C(=O)N(C)C(=O)[C@@H]12)S(=O)(=O)c1ccc(F)cc1	-9	1	-12	-10	-6	8	-4	-4
CCn1ncc(/C=C/C(=O)C2CC2)c1C	4	4	27	-78	-5	-7	-10	0
COc1ccc(S(=O)(=O)Nc2ccc3c(c2)C(=O)N([C@H](C)CO)C[C@H](C)[C@H](CN(C)Cc2ccc(C(=O)O)cc2)O3)cc1	2	6	-1	0	19	-2	5	3
CN(C)S(=O)(=O)N(CC(=O)Nc1cccc(F)c1)c1ccccc1	2	3	-14	-11	7	-6	-9	-9
O=C(NN=C1CCCCCCCCCCC1)c1cccc(S(=O)(=O)N2CCOCC2)c1	-2	-2	8	11	4	-6	-6	11
O=C(CCNC(=O)Cn1cnc2ccccc2c1=O)NCCC1=CCCCC1	4	-4	-2	-9	-1	-5	-5	-6
C=CCN(c1ccccc1C(=O)NCC(=O)OCC)S(=O)(=O)c1ccc(C)cc1	-12	-3	-2	14	0	-1	14	12
COc1ccccc1Nc1nc(NCc2ccco2)nc(N)c1[N+](=O)[O-]	14	-4	-21	-14	-35	2	14	3
COc1ccc(Cl)cc1NC(=O)CCN1C(=O)C2C3CCC(C3)C2C1=O (centres undefined)	5	3	-7	2	-14	4	15	0
Cc1ccc(-n2nnnc2SCC(=O)Nc2ccc3c(c2)OCCO3)cc1C	10	0	-1	3	-15	4	-1	11
O=C(O)COc1ccc(/C=C/c2ccc3cccc([N+](=O)[O-])c3n2)cc1	7	3	7	17	-4	-18	-11	4
Cc1cc(C(=O)N/N=C/c2ccc(-c3ccc([N+](=O)[O-])cc3C)o2)n[nH]1	18	4	-1	20	-8	-4	8	4
Nc1nonc1-n1nnc(C(=O)N/N=C/c2cccc(O)c2)c1CN1CCCC1	-6	-1	-9	16	-7	-6	0	2
Cc1ccc(NC(=O)CCC(=O)NNC(=O)c2ccccc2Cl)c(C)c1	-22	-2	13	14	-2	6	6	-3
Cc1cccc(Nc2nnc(SC/C(O)=C(\C#N)c3nc4ccccc4[nH]3)s2)c1	4	-4	14	-9	6	-10	-1	5
O=C(NCc1nc2ccccc2[nH]1)C1CCCCC1	-6	-1	7	7	-17	5	-2	-1
COc1ccc(CCNC(=O)/C(C#N)=C/c2cccc(OCc3ccccc3)c2)cc1OC	24	-15	-7	-15	4	-14	53*	8
CC1CCCCN1C(=S)NCc1ccco1 (centres undefined)	-8	8	-11	-11	36	-2	2	-9
COc1ccc2[nH]c(-c3cccc(F)c3)cc(=O)c2c1	-4	-10	37	-98	3	3	-11	9
Cc1ccc(-c2ccc(=O)n(CCC(=O)N3CCN(c4cccc(C)c4)C(C)C3)n2)cc1 (centres undefined)	15	7	5	-3	-4	4	8	4
CCOCCCNC(=O)/C(C#N)=C/c1ccc(C(=O)OC)cc1	-3	6	-1	7	-1	9	-8	7
COc1ccc2[nH]c3c(=O)n(CCCCC(=O)NCCN4CCCC4)c(=S)[nH]c3c2c1	12	5	0	-11	3	-1	-1	13
C/C(=N\NC(=O)c1cccc(F)c1)c1ccc(Br)s1	1	-15	29	-45	-27	-1	-11	12
CCn1c(-c2cc(-c3cc(OC)ccc3OC)nc3ccccc23)n[nH]c1=S	3	-4	2	17	0	18	7	-6
O=C(CCCOc1ccccc1)Nc1cccc(C(=O)O)c1	-9	2	13	15	-14	-5	-10	15
CCC1(c2ccccc2)NC(=O)N(CC(=O)NNC(=O)CCN2CCN(c3ccccc3)CC2)C1=O (centres undefined)	6	8	7	-14	-9	-5	0	5
COc1ccc(C2=NNC(c3cc(Cl)cc4c3OCOC4)C2)c(O)c1 (centres undefined)	3	-3	9	24	.	-1	.	.
C/C=C(\C)CN1CCN(c2cc(C)ccc2C)CC1	-21	3	6	18	2	7	1	4
O=C(NCC(=O)N(CCc1ccccc1)C(C(=O)NC1CCCCC1)c1ccncc1)c1ccco1 (centres undefined)	9	-3	4	7	-7	8	-1	6
CCN(C(=O)C1CCCO1)c1ccccc1 (centres undefined)	-5	7	6	2	0	-1	-5	1
O=C(c1ccc(F)cc1)c1c[nH]c(C(=O)NCc2cccnc2)c1	-11	-3	17	5	0	4	-3	6
CC1CN(C(=O)c2scc3c2OCCO3)CC(C)O1 (centres undefined)	-7	-6	-3	-9	-2	0	0	10

More results.
SMILES	Apaf1 inhib	SENP8 block	Jurkat NFkB inh	697 NFkB inh	Gli-Sufu block	UBC13 inh	EBI2 antag	CCR6 antagonist
Cc1ccc2nc(-c3ccc(NC(=O)C4CCCO4)cc3)[nH]c2c1 (centres undefined)	4	8	-177	-147	-57	0	-2	-6
CCOc1cc(C(=O)NCCc2ccc(S(N)(=O)=O)cc2)cc(OCC)c1OCC	-26	-2	1	16	2	-2	-11	-3
CCOC(=O)N1CCN(CC(O)c2ccc3c(c2)CCN3)CC1 (centres undefined)	-5	-4	-9	15	1	-11	-1	0
Cc1onc(-c2ccccc2Cl)c1C(=O)OCC(=O)Nc1cccc(S(=O)(=O)N(C)C)c1	-22	-1	4	-8	9	7	8	4
NC1CCN(c2cccc(Cl)n2)CC1	-8	6	-3	9	.	2	.	.
O=C(NCc1ccncc1)C1CCN(S(=O)(=O)c2ccc(F)cc2)CC1	6	-6	-16	-4	-1	-2	-3	9
Cc1ccccc1N(CC(=O)NC1CCCCC1)C(=O)c1csnn1	-2	4	-8	11	18	1	-12	2
CCN1C(=O)C(=O)N(CC(=O)Nc2cccc(C(F)(F)F)c2)C1=O	0	-1	2	12	-3	-1	-2	0
COc1ccc2nc(NC(=O)C3CCN(C(=O)c4ccco4)CC3)sc2c1	6	3	-14	-21	-17	7	5	6
Nc1nonc1N/N=C\c1ccccc1	-9	-3	8	20	-1	4	1	-5
Cc1ccc(OCC(=O)N/N=C/c2ccncc2)cc1	-10	6	7	18	-21	3	-7	-5
Cc1cc2c(NC(=O)Nc3ccccc3)cccc2nn1	6	1	-1	20	1	-8	-4	3
Cc1ccc(Sc2ncccc2N)cc1	16	20	-2	7	-7	-23	3	8

Among those listed so far, 13 have an aryl methoxy group.
SMILES	Apaf1 inhib	SENP8 block	Jurkat NFkB inh	697 NFkB inh	Gli-Sufu block	UBC13 inh	EBI2 antag	CCR6 antagonist
COc1cc(C(=O)N2CCCc3ccccc32)c([N+](=O)[O-])cc1OC	-11	2	4	-7	-13	-2	1	-6
COc1cccc(C(=O)NNc2nc(C)cc(C)n2)c1	7	0	10	17	-3	-2	-8	-8
COc1cccc(C(=O)NC2CCN(CC(=O)Nc3ccccc3Cl)CC2)c1	0	4	-9	2	-13	11	-10	10
COc1ccc(C(C(=O)NC2CCCC2)N(Cc2cccnc2)C(=O)c2snc(C(N)=O)c2N)cc1OC (centres undefined)	-1	-9	20	13	13	9	12	6
COc1ccc(S(=O)(=O)Nc2ccc3c(c2)C(=O)N([C@H](C)CO)C[C@H](C)[C@H](CN(C)Cc2ccc(C(=O)O)cc2)O3)cc1	2	6	-1	0	19	-2	5	3
COc1ccccc1Nc1nc(NCc2ccco2)nc(N)c1[N+](=O)[O-]	14	-4	-21	-14	-35	2	14	3
COc1ccc(Cl)cc1NC(=O)CCN1C(=O)C2C3CCC(C3)C2C1=O (centres undefined)	5	3	-7	2	-14	4	15	0
COc1ccc(CCNC(=O)/C(C#N)=C/c2cccc(OCc3ccccc3)c2)cc1OC	24	-15	-7	-15	4	-14	53*	8
COc1ccc2[nH]c(-c3cccc(F)c3)cc(=O)c2c1	-4	-10	37	-98	3	3	-11	9
COc1ccc2[nH]c3c(=O)n(CCCCC(=O)NCCN4CCCC4)c(=S)[nH]c3c2c1	12	5	0	-11	3	-1	-1	13
CCn1c(-c2cc(-c3cc(OC)ccc3OC)nc3ccccc23)n[nH]c1=S	3	-4	2	17	0	18	7	-6
COc1ccc(C2=NNC(c3cc(Cl)cc4c3OCOC4)C2)c(O)c1 (centres undefined)	3	-3	9	24	.	-1	.	.
COc1ccc2nc(NC(=O)C3CCN(C(=O)c4ccco4)CC3)sc2c1	6	3	-14	-21	-17	7	5	6
